Screening data deposited in PubChem BioAssay by National Center for Advancing Translational Sciences (NCATS).
FLuc modulator – qHTS profiling assay for firefly luciferase inhibitor/activator using purifed enzyme and Km concentrations of substrates (counterscreen for miR-21 project) | purified FLuc, Km substrates, luminescence inhibition | Potency, µM (series often up to 57.5 µM), without a hit: at the top dose activity change, negative = inhibition, actives largely listed as inhibitors | actives 6.9% (n = 360,000);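 also: potency is read from the fitted curve at half-maximal effect; plate controls were vehicle for no effect and reference inhibitor for full effect; nearly all actives have a fitted effect of over 55% in size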
Target sequence (P08659 whole entry, looked up): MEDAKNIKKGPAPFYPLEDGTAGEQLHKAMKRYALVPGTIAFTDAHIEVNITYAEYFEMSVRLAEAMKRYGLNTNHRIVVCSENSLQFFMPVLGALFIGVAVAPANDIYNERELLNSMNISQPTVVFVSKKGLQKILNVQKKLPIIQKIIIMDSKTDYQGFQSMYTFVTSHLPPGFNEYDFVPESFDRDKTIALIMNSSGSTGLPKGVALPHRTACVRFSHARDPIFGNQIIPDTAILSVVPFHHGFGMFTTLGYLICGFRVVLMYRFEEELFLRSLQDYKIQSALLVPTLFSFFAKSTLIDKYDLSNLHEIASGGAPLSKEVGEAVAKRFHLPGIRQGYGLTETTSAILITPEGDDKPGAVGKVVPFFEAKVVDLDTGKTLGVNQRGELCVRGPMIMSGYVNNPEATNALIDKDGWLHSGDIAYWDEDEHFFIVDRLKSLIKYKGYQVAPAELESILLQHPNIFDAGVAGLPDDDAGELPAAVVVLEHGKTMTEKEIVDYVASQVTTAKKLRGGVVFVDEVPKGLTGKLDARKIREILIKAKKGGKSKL
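Purified P. pyralis luciferase (10nM final) with 10uM D-luciferin and 10uM ATP (Km levels) in 50mM Tris acetate pH 7.5, 10mM Mg acetate, 0.01% Tween-20, 0.05% BSA; qHTS 6-point titration, ~60 µM downward; luminescence read.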
Giardia killer – Small Molecules that selectively kill Giardia lamblia: qHTS; Giardia lamblia trophozoite viability; activity change, % at 7.66 µM, hits read low; actives 0.15% (n = 340,000); in the data active = activity change below about -80%; inconclusive = between about -30% and that limit;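 also: parasites exposed to compound for two days anaerobically before the ATP read; % is scaled to controls: 0 for no effect and ±100 for the full control effect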
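Anaerobic 48 hrs incubation at 37 deg C of 100 trophozoites/well with test compounds; ATPLite 1-Step luminescence, 15-30 min RT, reports cellular ATP as viability.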
KCNH2 3.1 inh – qHTS for Inhibitors of KCHN2 3.1: Mutant qHTS. U2OS KCNH2 3.1, thallium flux FluxOr; active compounds read low. actives 0.95% (n = 340,000). AID 720553, 2013. activity change, % (tested at about 1.8 µM). Potassium voltage-gated channel subfamily H member 2, brain isoform KCNH2 3.1 (human);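 active = maximum activity change below -70%; inconclusive = maximum activity change from -70% to -50%; inactive = maximum activity change above -50%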;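 also: thallium influx rate constant from kinetic fluorescence after stimulation buffer; % is scaled to controls: 0 for no effect and ±100 for the full control effect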
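Measured as rate of thallium-driven FluxOr signal in transduced U2OS cells carrying the 3.1 channel, read kinetically for 2 min upon stimulation; values are rate constants scaled to DMSO control wells.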
VP16 counter – VP16 counterscreen qHTS for inhibitors of ROR gamma transcriptional activity. Drosophila S2 Gal4-VP16 UAS-luciferase, luminescence, 20 h. Potency, µM (top dose mostly 53.6 µM), without a hit: at the top dose activity, negative = inhibition, most hits filed as inhibitors. actives 3.5% (n = 310,000). AID 2546, 2010;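 also: Gal4-VP16 expression switched on by copper sulfate through the metallothionein promoter; potency is read from the fitted curve at half-maximal effect; % is scaled to controls: 0 for no effect and ±100 for the full control effect; nearly all actives have a fitted effect of over 50% in size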
Tb PFK block – qHTS Assay to Find Inhibitors of T. brucei phosphofructokinase. T. brucei PFK, ADP-Glo luminescence. ATP-dependent 6-phosphofructokinase (Trypanosoma brucei brucei), O15648. actives 0.17% (n = 330,000). Potency, µM (series often up to 57.5 µM), without a hit: at the highest dose activity, negative = inhibition, hits mostly inhibitors;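 also: potency is read from the fitted curve at half-maximal effect; 0% = uninhibited 1x PFK enzyme wells and -100% = no-enzyme wells; nearly all actives have a fitted effect of over 60% in size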
Target sequence (O15648 whole entry, looked up): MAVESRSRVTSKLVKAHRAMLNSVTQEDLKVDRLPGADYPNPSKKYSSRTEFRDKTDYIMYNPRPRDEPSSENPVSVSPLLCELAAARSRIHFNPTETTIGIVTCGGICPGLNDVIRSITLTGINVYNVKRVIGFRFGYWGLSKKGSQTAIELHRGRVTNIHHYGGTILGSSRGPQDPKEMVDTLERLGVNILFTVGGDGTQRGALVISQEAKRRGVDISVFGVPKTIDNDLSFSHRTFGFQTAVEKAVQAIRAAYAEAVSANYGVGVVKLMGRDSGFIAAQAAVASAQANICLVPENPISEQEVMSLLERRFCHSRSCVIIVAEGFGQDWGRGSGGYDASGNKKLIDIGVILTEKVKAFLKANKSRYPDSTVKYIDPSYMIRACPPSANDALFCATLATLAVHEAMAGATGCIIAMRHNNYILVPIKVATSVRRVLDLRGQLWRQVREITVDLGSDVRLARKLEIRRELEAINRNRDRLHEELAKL
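Activity is normalized to no-enzyme wells (full inhibition) and 1.25 nM enzyme wells (no inhibition). Reaction: 0.5 mM F6P, 0.1 mM ATP, 45 min RT, ADP-Glo luminescence; concentration-response curves fitted and classed by quality.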
NPC1 promoter act – qHTS Assay for NPC1 Promoter Activators. actives 2.4% (n = 320,000). Potency, µM (highest dose often 9.22 µM), for inactives: at the top dose activation, actives largely listed as activators. Huh7 NPC1 promoter luciferase reporter, 24 h. AID 485313, 2010;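 also: potency is read from the fitted curve at half-maximal effect; % of control where 0% means no effect; nearly all actives have a fitted effect of over 60% in size; reporter is driven by a mutant NPC1 promoter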
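Luminescence read-out of NPC1 promoter-driven luciferase in stably transfected Huh7 cells; compounds delivered in DMSO and left 24 h at 37C, 5% CO2, qHTS titration format.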
Rab9 promoter act – qHTS Assay for Rab9 Promoter Activators. Potency, µM (highest dose often 9.22 µM), for inactives: at the top dose activation, negative = inhibition, hits mostly activators. actives 2.8% (n = 320,000). Huh7 Rab9 promoter-luciferase reporter, luminescence, 24 h; also: potency is read from the fitted curve at half-maximal effect; % of control where 0% means no effect; nearly all actives have a fitted effect of over 60% in size
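Luciferase signal after 10 min detection reagent at ambient indicates Rab9 promoter upregulation; stably transfected Huh7 cells were treated 24 h with compound in DMSO at 37 °C, 5% CO2.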
uPA generation – qHTS for Inhibitors of Cell Surface uPA Generation; Potency, µM (top dose mostly 38.3 µM), without a hit: top-dose activity change, negative = inhibition, actives largely listed as inhibitors; actives 0.31% (n = 330,000); AID 540303, 2011; cell surface uPA generation assay, qHTS; active = well fitted inhibition curve with a large enough effect; inconclusive = small, poorly fitted or top-dose-only effect; inactive = no such curve, though single readings can be large or run the other way; tested in mouse RAW 264.7 cells; also: potency is read from the fitted curve at half-maximal effect; % is scaled to controls: 0 for no effect and ±100 for the full control effect; nearly all actives have a fitted effect of over 55% in size
ELG1 genotoxic – qHTS screen for small molecules that induce genotoxicity in human embryonic kidney (HEK293T) cells expressing luciferase-tagged ELG1; HEK293T ELG1-luciferase reporter, luminescence, 16 h; Potency, µM (titrated, usually from 46 µM), inactives show at the top dose activity change, positive = activation, most hits filed as activators; actives 1.3% (n = 330,000); also: potency is read from the fitted curve at half-maximal effect; % of control where 0% means no effect; nearly all actives have a fitted effect of over 60% in size
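HEK293T cells expressing luciferase-tagged ELG1 were treated with compound or DMSO for 16 hr at 37°C. Luciferase activity was then read after 30 min with ONE-Glo at room temperature; rising signal flags genetic stress.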
RORgamma inh – qHTS for inhibitors of ROR gamma transcriptional activity; Drosophila S2 Gal4-RORgamma UAS-luciferase reporter, 20 h; Potency, µM (highest dose often 53.6 µM), for the others: at the top dose activity change, negative = inhibition, most hits filed as inhibitors; actives 5.4% (n = 310,000); AID 2551, 2010; also: potency is read from the fitted curve at half-maximal effect; % is scaled to controls: 0 for no effect and ±100 for the full control effect; nearly all actives have a fitted effect of over 60% in size
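Luminescence from a UAS-regulated Photinus luciferase reporter in stably transfected Drosophila Schneider cells is measured; decreased signal marks ROR gamma inhibition. Fusion expression is induced by 700 uM copper sulfate for 20 hr.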
Coupling enz – qHTS Assay for Inhibitors of Fructose-1,6-bisphosphate Aldolase from Giardia Lamblia: Coupling assay counterscreen; coupling enzyme system counterscreen, AmpLite Red fluorescence; activity change, negative = inhibition, % at 58.2 µM, hits read low; actives 0.67% (n = 290,000); in the data active = activity change below about -30%; also: % is scaled to controls: 0 for no effect and ±100 for the full control effect
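Final compound at 57.5 uM, incubated 10 min at RT with coupling enzyme reagent (glyceraldehyde-3-phosphate), then 20 min with substrate and AmpLite Red detection. Fluorescence read at 525/598 nm; tests interference with the coupling assay, not aldolase inhibition.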
Numbers without * were called inactive; ? = inconclusive; . = not tested or not shown; & = joins results of further samples; [ ] = another dose, or the depositor's remark. Unless noted, calls follow the shape of the dose curve; as a rule, active = well fitted curve in the direction sought with a large enough effect; inconclusive = small, poorly fitted or top-dose-only effect, or another doubt; inactive = no such curve, though single readings can be large; an effect the other way counts as inactive or inconclusive.

mol	FLuc modulator	Giardia killer	KCNH2 3.1 inh	VP16 counter	Tb PFK block	NPC1 promoter act	Rab9 promoter act	uPA generation	ELG1 genotoxic	RORgamma inh	Coupling enz
O=C1CCC(C(=O)N2CCCO2)CN1Cc1cccc(C(F)(F)F)c1 (stereo not given)	?	-14.2	0.7	.	-0.2%	-4.0%	20.4%	-9.0%	?	.	2.6
Cn1c(SCc2ccc(Br)cc2)nc2c(c1=O)SCC2	-3.7%	-23.0	-5.5	?	-4.9%	-11.0%	1.5%	7.8%	4.5%	?	2.3
C=CCn1c(SCC(=O)c2[nH]c(C)c(C(C)=O)c2C)nnc1-c1ccncc1	10.3%	8.6	-1.2	7.4%	12.4%	-0.5%	-2.5%	-5.7%	-3.4%	11.1%	-0.3
Cc1ccc(S(=O)(=O)N2CCC[C@H]2C(=O)Nc2ccccc2Cl)cc1	.	-0.8	-12.2	.	3.2%	.	.	-3.3%	-4.5%	.	.
CCCCn1nc2cc(C(=O)N(CC)c3ccc(OC)cc3)ccc2c1OCC	-1.7%	2.7	-0.1	1.1%	-8.2%	1.5%	2.2%	1.7%	-0.7%	-10.3%	-2.0
COc1ccc(-c2nnc(SCC(=O)NC(C)c3ccccc3)o2)cc1 (stereo not given)	?	-14.2	-2.7	14.3%	-1.1%	0.5%	-2.5%	2.3%	0.3%	-11.1%	0.5
CCN(C(=O)c1cc(S(=O)(=O)N2CCCCC2)c[nH]1)c1ccc(OC)cc1	-1.1%&-5.3%	-7.6	1.0	3.4%	1.0%	13.4%	-6.7%	-9.3%	-10.8%	-2.3%	4.0
C/C(=C\c1ccccc1)C(=O)Nc1ccc(S(=O)(=O)Nc2ncccn2)cc1	-18.1%	-19.5	-4.3	0.0%	-1.9%	-3.3%	-2.1%	-0.1%	1.1%	0.4%	3.7
CCOc1ccc(Cl)cc1CSc1ncn[nH]1	-0.5%	27.2	-1.7	5.3%	-3.6%	-4.9%	-16.6%	-6.1%	-0.4%	12.8%	0.8
O=C1Nc2ccccc2OCc2c1cccc2[N+](=O)[O-]	-1.4%	-4.7	14.6	-8.2%	2.2%	-6.7%	-0.5%	-5.0%	4.3%	5.5%	0.2
CC(OC(=O)c1ccc(Br)c(S(=O)(=O)N2CCOCC2)c1)C(=O)NC1CCCCC1C (stereo not given)	2.0%	18.9	2.6	.	-3.9%	0.5%	0.3%	-1.6%	-5.7%	.	.
O=C(COC(=O)c1cccnc1Nc1cccc(C(F)(F)F)c1)NCc1ccc2c(c1)OCO2	2.5%	1.5	0.3	-0.8%	-4.4%	-0.1%	2.5%	-4.5%	-0.2%	-8.0%	0.1
O=C(NC1CC1)c1cc(=S)[nH]c2ccccc12	.	-5.9	1.8	.	-1.7%	.	.	4.7%	1.9%	.	.
COC(=O)C1=C(C)N(c2ccccc2)/C(=C/c2ccco2)C1=O	2.1%	10.5	-73.1*	10.2%	-4.7%	-0.3%	-0.8%	-3.0%	-5.6%	19.3%	-4.1
COc1ccccc1C(CNC(=O)c1cccc(S(=O)(=O)NCc2ccccc2)c1)N(C)C (stereo not given)	-0.4%	1.2	-3.1	.	10.8%	3.8%	-4.1%	-7.5%	0.8%	.	.
COc1ccc(N2CCN(C(=O)C3CCCN(S(=O)(=O)c4ccc5c(c4)oc(=O)n5C)C3)CC2)cc1 (stereo not given)	0.1%&-2.0%	0.2	-30.7	7.0%	2.9%	-14.1%	-6.9%	-1.9%	-9.8%	16.3%	.
COc1ccc(CCNc2oc(COc3ccccc3F)nc2C#N)cc1OC	-3.2%	-12.8	14.1	-0.9%	3.6%	-2.2%	2.6%	-5.2%	-24.8%	?	-2.4
CNC(=O)CN1C(=O)c2ccccc2S1(=O)=O	1.9%	-24.2	-1.7	-4.9%	0.7%	-1.8%	-10.9%	1.0%	2.1%	-8.4%	4.4
COc1ccc(OC)c(NC(=O)CN(C)CC(=O)Nc2ccccc2Br)c1	-0.6%	-9.4	-12.0	-0.2%	0.3%	-1.8%	-1.2%	-2.5%	-10.4%	7.4%	2.4
CCC1(c2ccccc2)NC(=O)N(CC(=O)Nc2ccc(S(=O)(=O)NC3=NCCCCC3)cc2)C1=O (stereo not given)	3.3%	-2.2	-1.8	.	-4.4%	-3.1%	1.1%	8.2%	-0.9%	.	.
O=C(CNC(=O)/C(=C\c1ccccc1)NC(=O)c1ccc(Br)cc1)OCc1ccccc1	-0.4%	-0.6	?	-14.9%	5.9%	5.8%	5.7%	2.4%	8.6%	35.2%	3.6
O=C(NN1C(=O)c2ccc3c4c(ccc(c24)C1=O)CC3)c1ccc(Br)cc1	-6.8%	1.2	-1.6	-0.3%	-2.4%	-2.3%	-2.4%	4.9%	4.4%	1.0%	0.2
C/C(=C\C(=O)c1ccc(Br)cc1)NCc1ccc2c(c1)OCO2	-15.2%	2.4	-8.4	2.6%	-5.1%[0.46 µM]	-0.6%	0.8%	3.8%	-2.0%	-1.7%	4.3
COc1ccc(-c2cc(C(=O)NN)[nH]n2)cc1	?	-3.9	0.8	?	0.2%	-5.5%	0.6%	-6.7%	4.5%	18.3%[10 µM]	5.2
O=C(CCc1nc(-c2ccccc2Cl)no1)NCc1ccco1	5.1%	-4.8	?	-5.4%[10 µM]	0.8%	-8.6%	-2.3%	-2.3%	-2.2%	22.2%	-0.2
CCC(C)(CC(=O)Nc1nccs1)c1ccccc1 (stereo not given)	-1.7%	-6.7	5.4	-8.0%	-2.0%	-0.8%	-3.5%	1.2%	-6.8%	?	-7.6
Cc1nn(Cc2cccc(C(=O)Nc3ccn(Cc4ccccc4)n3)c2)c(C)c1[N+](=O)[O-]	?	-6.6	-14.8	-0.8%	-0.3%	0.4%	-4.1%	5.7%	-16.7%	5.2%	0.8
Cc1cc(C)c(NC(=O)COc2ccccc2C(=O)Nc2ccc3c(c2)oc2ccccc23)c(C)c1	13.5µM*	-12.0	-4.2	23.0%	-1.5%	-3.9%	0.1%	0.7%	13.3%	24.3%	2.1
CN(C)c1nc2c(c(=O)[nH]c(=O)n2C)n1Cc1ccc(F)cc1	-0.1%	-12.6	-7.6	27.7%	-2.8%	0.9%	-8.5%	15.7%	?	10.7%	-0.2
CCN(c1ccccc1)S(=O)(=O)c1ccc(C(=O)NNC(=O)c2ccccc2F)cc1	-2.4%	-9.3	13.1	.	-2.4%	1.0%	-0.1%	-18.6%	3.1%	.	.
CN1c2ccc([N+](=O)[O-])cc2C(C)(C)C12C=Cc1cc(C(=O)O)ccc1O2 (stereo not given)	6.1%	?	13.6	1.5%	-4.1%	-1.8%	-10.0%	?	5.0%	-27.1%	6.4
COc1ccc(CCC2CCNCC2)cc1	1.1%	?	-9.7	-17.9%	-0.3%	-1.7%	1.9%	-2.7%	-6.0%	-6.5%	0.2
CCOc1ccc(-n2c(C)c(C(=O)O)c3cc(OC)ccc32)cc1	5.9%	3.3	7.7	-7.5%	6.5%	1.8%	10.4%[1.84 µM]	-8.8%	-9.6%	-24.7%	-0.9
COc1ccc(NC(=O)c2ccc(C)cc2)c[n+]1[O-]	?	12.7	-4.4	21.0%	-0.6%	14.9%	9.9%	0.9%	8.2%	5.2%	0.0
NS(=O)(=O)c1ccc(NC(=O)CN2C(=O)CCC2=O)cc1	-0.1%	7.9	-1.9	-1.4%	-7.6%	-3.1%	-1.1%	17.8%	0.5%	-13.6%	1.8
COc1ccc2oc(C(=O)c3ccccc3)c(N)c2c1	3.01µM*	-0.1	-6.5	8.4%	0.6%	2µM*	2µM*	-2.5%	?	-2.3%	.
CCOc1cc(C2c3c(n[nH]c3C)C(=O)N2c2ccc(Br)cc2)ccc1O (stereo not given)	0.2%	-17.0	-10.9	-26.8%	-0.9%	5.0%	-2.6%	-3.1%	17.4%	?	-1.1
O=C(NCc1ccco1)c1ccc2nc3sc4c(c3c(=O)n2c1)CCCC4	?	.	.	?	-4.1%	?	28.9%	.	?	4.47µM*	-2.5

The order is random (roughly 14% active in at least one column).
